SENP7 block: SENP7 protease inhibitors, primary screen, biochemical, luminescence, uHTS. Sentrin-specific protease 7 (Homo sapiens), Q9BQF6. recombinant SENP7, Z-RLRGG-aminoluciferin luminescence, 40 min. inhibition, % at 5 µM. 1.5% of 330,000 active;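 active = inhibition above about 50% at the single test dose, limit read from the data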;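 also: plate controls were DMSO with enzyme for no effect and no enzyme buffer wells for full effect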
Target sequence (Q9BQF6 706-1050 limits assumed): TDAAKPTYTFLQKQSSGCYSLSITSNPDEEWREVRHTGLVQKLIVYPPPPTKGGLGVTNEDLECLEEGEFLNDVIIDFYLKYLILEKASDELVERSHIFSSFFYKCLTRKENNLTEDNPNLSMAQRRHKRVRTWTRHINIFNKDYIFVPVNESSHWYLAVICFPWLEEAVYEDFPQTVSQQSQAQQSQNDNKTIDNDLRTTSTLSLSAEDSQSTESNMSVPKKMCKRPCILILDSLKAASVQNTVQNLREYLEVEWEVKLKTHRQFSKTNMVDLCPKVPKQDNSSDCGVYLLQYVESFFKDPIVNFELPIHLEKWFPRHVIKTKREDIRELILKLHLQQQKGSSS
SENP1 FRET inh: human SENP1 catalytic domain inhibitors, primary screen, biochemical, FRET, uHTS | Sentrin-specific protease 1 (Homo sapiens), Q9P0U3 | recombinant SENP1 catalytic domain, CyPet-SUMO1-YPet FRET cleavage | inhibition, % at 10 µM | 0.21% of 360,000 active;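 active = inhibition at least 30% at 10 µM, raw YFP signal under a set limit, fluorescence ratio 0.5 to 1.5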;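 also: 0% = enzyme with DMSO and 100% = no enzyme wells; some results filed as inactive read as strong as hits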
Target sequence (Q9P0U3 419-644 limits assumed): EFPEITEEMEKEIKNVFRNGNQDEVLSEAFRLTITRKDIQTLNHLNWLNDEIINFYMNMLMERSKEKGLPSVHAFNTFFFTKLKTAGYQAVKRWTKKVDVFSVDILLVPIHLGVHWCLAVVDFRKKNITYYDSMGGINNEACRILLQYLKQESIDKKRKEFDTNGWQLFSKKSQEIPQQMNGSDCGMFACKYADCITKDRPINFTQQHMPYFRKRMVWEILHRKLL
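Material – human SENP1 catalytic domain · Input – SENP1 enzyme, 20 pM final · Compound dosing – single concentration of 10 µM compound, 0.5% DMSO final · Timing – enzyme reaction for 50 min at room temperature, dark · Measured by – FRET fluorescence in CFP and YFP emission channels · Control set – no-enzyme wells low, DMSO-plus-enzyme wells high control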
SENP8 block-1: human SENP8 protease inhibitors, primary screen, biochemical, fluorescence, Nedd8 protein substrate, uHTS; 0.64% of 360,000 active; inhibition, % at 20 µM; Sentrin-specific protease 8 (Homo sapiens), Q96LD8; recombinant SENP8; AID 602440, 2012; in the data active = inhibition mostly above about 40%, no sharp cut-off; inactive = mostly below about 27%
Target sequence (Q96LD8 whole entry, looked up): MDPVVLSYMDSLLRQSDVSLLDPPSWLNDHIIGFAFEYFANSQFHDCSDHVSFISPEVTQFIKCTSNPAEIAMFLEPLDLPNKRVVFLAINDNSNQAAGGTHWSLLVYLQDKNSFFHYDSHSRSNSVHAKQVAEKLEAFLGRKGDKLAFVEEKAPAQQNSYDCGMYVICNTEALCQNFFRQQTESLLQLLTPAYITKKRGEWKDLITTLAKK
SENP8 block-2: SENP8 protease inhibitors, primary screen, biochemical, luminescence. 1.2% of 330,000 active. Sentrin-specific protease 8 (Homo sapiens), Q96LD8. inhibition, % at 10 µM. AID 2540, 2010. purified SENP8, Z-RLRGG-aminoluciferin cleavage; in the data active = inhibition above about 50%
SENP6 inh: SENP6 protease inhibitors, primary screen, biochemical, luminescence, uHTS. Recombinant SENP6 catalytic domain, aminoluciferin luminescence. inhibition, % at 10 µM. 1.8% of 330,000 active;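 active = inhibition above about 50% at the single tested dose, limit read from the data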;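 also: plate controls were DMSO wells with enzyme for no effect and DMSO wells lacking enzyme for full effect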
APOBEC3G inh: APOBEC3G DNA deaminase inhibitors, primary screen, biochemical, fluorescence, single-stranded DNA substrate, uHTS. DNA dC->dU-editing enzyme APOBEC-3G (Homo sapiens), Q9HC16. recombinant A3G, ssDNA deamination FAM/TAMRA fluorescence. inhibition, % at 20 µM. 0.28% of 330,000 active;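 active = inhibition of at least 40% at 20 µM, with no more than 30% in the related APOBEC3A deaminase screen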;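 also: plate controls were DMSO wells with A3G for no effect and wells lacking A3G enzyme for full effect; some compounds called inactive have numbers as strong as hits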
UBC13 polyUb: UBC13 polyubiquitin chain formation inhibitors, primary screen, biochemical, TR-FRET, uHTS | Ubiquitin-conjugating enzyme E2 N (Homo sapiens), P61088 | inhibition, % at 20 µM | 0.47% of 330,000 active; in the data active = inhibition above about 45%, passing the limit was not always enough
Target sequence (P61088 whole entry, looked up): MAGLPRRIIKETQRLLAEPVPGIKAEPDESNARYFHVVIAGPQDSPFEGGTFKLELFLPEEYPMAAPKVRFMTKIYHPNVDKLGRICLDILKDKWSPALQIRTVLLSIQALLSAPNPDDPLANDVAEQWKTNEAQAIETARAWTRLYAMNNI
Apaf-1 inh: inhibitors of human Apaf-1 apoptosome, primary screen, biochemical, DEVD-Rh110 fluorescence, uHTS. inhibition, % at 20 µM. reconstituted apoptosome caspase-3 activity. 0.71% of 330,000 active. Apoptotic protease-activating factor 1 (Homo sapiens), O14727; active = inhibition of at least 40% at 20 µM;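 also: plate controls were DMSO wells for no effect and DEVD-CHO caspase inhibitor wells for full effect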
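Material: biochemical Apaf-1 apoptosome reconstitution. Medium: Hepes buffer, pH 7.5. Also added: cytochrome c activation, bis-DEVD rhodamine 110 substrate. Timing: 30 min compound preincubation, 50 min activation, room temperature. Measured by: rhodamine 110 fluorescence at Ex 480/Em 540 nm.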
An asterisk follows results filed as active; nt = not tested or not shown.

Values run as follows: UBC13 polyUb	APOBEC3G inh	SENP6 inh	SENP1 FRET inh	SENP7 block	Apaf-1 inh	SENP8 block-2	SENP8 block-1
1	O=c1c([N+](=O)[O-])c(N2CCCCCC2)c2ccccc2n1-c1ccccc1
    -8	3	9	0	7	17	3	27
2	O=C(O)CCc1ccc(-c2ccc(Cl)cc2)o1
    0	-2	73*	3	32	15	47	15
3	C#CCOCCOCCOCCNc1nc(N2CCN(C(=O)CCCCCCCCCCNC(=O)[C@H]([C@@H](C)CC)n3cc(CCCCCN)nn3)CC2)nc(N2CCN(C(=O)CCCCCCCCCCNC(=O)[C@@H]([C@H](C)CC)n3cc(CCCCCN)nn3)CC2)n1
    123*	-5	-26	nt	7	78*	-28	nt
4	COc1ccc(CNC(=O)Cn2nc(C)n3cccc3c2=O)cc1
    5	-1	-7	3	-4	-4	6	10
5	O=C(NC(=S)Nc1ccc2oc(=O)ccc2c1)c1ccc(-c2cccc(Cl)c2Cl)o1
    -9	0	5	nt	-2	5	-14	nt
6	Cn1cccc1C(=O)NC1CCCCC1
    -11	-4	-2	-1	-14	-2	-9	15
7	COc1ccc(C(=O)Nc2cc(C)on2)c(OC)c1
    -1	-10	-9	0	1	22	0	3
8	C/C(=N\NC(=O)c1ccccc1N)c1ccc(NC(=O)Cc2ccccc2)cc1
    2	-2	6	3	-8	4	-3	-400
9	N#CCc1nn(-c2ccccc2)c(N)c1C#N
    -3	-5	14	-1	-6	0	-3	21
10	Cc1ccc(OCC(=O)NC(=S)Nc2cccc(NC(=O)c3ccccc3Cl)c2)cc1
    5	-2	17	2	0	4	-3	5

Next section
Values run as follows: UBC13 polyUb	APOBEC3G inh	SENP6 inh	SENP1 FRET inh	SENP7 block	Apaf-1 inh	SENP8 block-2	SENP8 block-1
11	CCOC(=O)c1ccc(NC(=O)CCC2COc3ccccc3O2)cc1 (stereo unspecified)
    10	-6	8	2	-6	-12	4	9
12	Cc1cc(NC(=O)CSc2nnc(NCc3ccccc3)s2)no1
    -1	-5	-11	3	0	-23	-3	34
13	COc1ccc(-c2nc(C3CCCCC3)no2)cc1OC
    -2	-7	1	2	1	4	-23	27
14	C(=C\c1ccncc1)/c1ccccc1
    3	-6	-3	3	10	-10	7	12
15	CC(C)CN(C(=O)CCc1ccccc1Cl)c1c(N)n(Cc2ccccc2)c(=O)[nH]c1=O
    1	-9	-15	-7	0	16	10	-22
16	CSc1cccc(NC(=O)c2cc(S(=O)(=O)N3CCCCC3)c[nH]2)c1
    -3	-6	-2	1	-3	2	-11	9
17	CCOCCCNC(=O)c1ccc(OC2CCN(C(C)=O)CC2)c(OC)c1
    -3	-2	3	0	-4	-1	14	9
18	Cc1onc(-c2ccccc2Cl)c1C(=O)OCC(=O)Nc1cccc(S(=O)(=O)N2CCOCC2)c1
    4	-5	1	2	6	6	4	5
19	O=C(Nc1ccccc1)C1=C[C@H](c2ccc(C(F)(F)F)cc2)C[C@H](OCc2ccc(CO)cc2)O1
    4	-10	-3	nt	-2	15	9	nt
20	CC(OC(=O)/C(C#N)=C/c1ccc(N(C)C)cc1)C(=O)N(C)c1ccccc1 (stereo unspecified)
    -47	-8	-7	-24	3	5	-8	-80

Other records:
Values run as follows: UBC13 polyUb	APOBEC3G inh	SENP6 inh	SENP1 FRET inh	SENP7 block	Apaf-1 inh	SENP8 block-2	SENP8 block-1
21	O=C(Nc1nnc(C2CC2)s1)c1ccco1
    -4	-7	-10	-1	8	-1	-1	6
22	CCOC(=O)N1CCN(C(=O)C2CCN(S(=O)(=O)c3ccc(C)cc3)CC2)CC1
    -7	-6	-17	2	-12	5	-14	10
23	CCC1CSC(Nc2ccc(C(=O)/C=C/c3ccc(Br)cc3)cc2)=N1 (stereo unspecified)
    -4	2	2	0	16	25	2	-6
24	CCCN(CC(=O)Nc1ccccc1C)CC(=O)Nc1ccc(Br)cc1F
    4	-7	-2	2	0	30	-5	12
25	O=C(NNC(=O)c1cnccn1)c1ccc(Cl)cc1
    -5	-6	-31	0	-4	12	-8	8
26	CCCCOC(=O)c1ccc(Nc2ncnc3nc[nH]c23)cc1
    -14	-11	-10	-1	0	11	-1	-433
27	Cc1cccc(C)c1NC(=O)CN(C)C(=O)CCc1nc2sc3c(c2c(=O)[nH]1)CCCC3
    11	-1	-3	-28	-7	-7	10	-44
28	Cc1ccc(NC2=CC(=O)OC(C)C2)cc1 (stereo unspecified)
    -1	1	11	-3	3	-10	2	7
29	CC(=O)c1c(C)[nH]c(C(=O)Nc2ccc(Cl)cc2)c1C
    2	-10	-7	1	-12	18	-9	-11
30	Cc1onc(-c2ccccc2)c1C(=O)OCCOc1ccc([N+](=O)[O-])cc1[N+](=O)[O-]
    1	-6	0	2	2	13	-2	2

Grouped by structure, those above with bromine
Values run as follows: UBC13 polyUb	APOBEC3G inh	SENP6 inh	SENP1 FRET inh	SENP7 block	Apaf-1 inh	SENP8 block-2	SENP8 block-1
23	CCC1CSC(Nc2ccc(C(=O)/C=C/c3ccc(Br)cc3)cc2)=N1 (stereo unspecified)
    -4	2	2	0	16	25	2	-6
24	CCCN(CC(=O)Nc1ccccc1C)CC(=O)Nc1ccc(Br)cc1F
    4	-7	-2	2	0	30	-5	12

Returning to the listing, repeating the 2 entries before the break.
Values run as follows: UBC13 polyUb	APOBEC3G inh	SENP6 inh	SENP1 FRET inh	SENP7 block	Apaf-1 inh	SENP8 block-2	SENP8 block-1
29	CC(=O)c1c(C)[nH]c(C(=O)Nc2ccc(Cl)cc2)c1C
    2	-10	-7	1	-12	18	-9	-11
30	Cc1onc(-c2ccccc2)c1C(=O)OCCOc1ccc([N+](=O)[O-])cc1[N+](=O)[O-]
    1	-6	0	2	2	13	-2	2
31	O=C(OCc1cc(=O)n2c(n1)sc1ccccc12)c1cccc(O)c1
    -22	11	37	-7	10	16	-4	-181
32	CC(C)(C)c1nc(S(=O)(=O)c2ccc(Cl)cc2)c(N2CCOCC2)o1
    -7	3	11	1	10	5	4	10
33	CCOc1ccc(OCc2ccc(C(=O)O)o2)cc1
    -4	-5	97*	-1	96*	-1	94*	8
34	CN(c1cccc(NC(=O)c2ccc(N(C)S(=O)(=O)c3ccccc3)cc2)c1)S(C)(=O)=O
    -1	-2	1	2	1	3	2	14
35	Cc1nc2cc(-c3ccc(Br)cc3)[nH]n2c(=O)c1Cl
    -1	-5	82*	-2	27	-17	75*	-3
36	O=c1c2nnn(-c3ccc(Cl)cc3)c2ncn1Cc1ccccn1
    -5	-2	3	-3	11	-1	-1	17
37	Cc1cc(C)nc(NC(=O)CSc2nn(-c3ccccc3)c(=S)s2)n1
    -2	-9	-12	-2	-2	-12	-8	11
38	CCOC(=O)Nc1cccc(OCC(=O)Nc2ccc(OC)cc2OC)c1
    1	4	-6	3	7	5	-1	13
39	Nc1cc(C(=O)OCC(=O)NNC(=O)c2ccccc2F)ccc1Cl
    8	-1	20	3	3	-2	-4	-495
40	Cc1ccc(NC(=O)CCn2nnc3ccccc32)cc1
    3	-4	0	4	2	-2	2	2

Further compounds follow.
Values run as follows: UBC13 polyUb	APOBEC3G inh	SENP6 inh	SENP1 FRET inh	SENP7 block	Apaf-1 inh	SENP8 block-2	SENP8 block-1
41	COc1cccc(NC(=O)OCCN2CCN(Cc3ccccc3)CCC2=O)c1
    6	-8	0	2	-11	-9	5	2
42	O=C(O)CCc1ccc(-c2ccc(F)cc2)n1Cc1ccco1
    5	-2	-23	-2	0	-5	3	-33
43	COc1ccc(C(=O)Nc2nccs2)cc1[N+](=O)[O-]
    -9	-3	-8	1	-4	-3	-10	21
44	Cc1ccc(C2(C)NC(=O)N(CC(=O)NC3CCCCC3)C2=O)cc1 (stereo unspecified)
    1	8	-1	-18	6	5	-2	-11
45	O=C1CC(c2c(F)cccc2Cl)C2=C(COC2=O)N1 (stereo unspecified)
    -1	-8	-10	3	8	-9	-5	20
46	O=C(NCC(=O)N1CCN(C(=O)c2ccco2)CC1)c1ccccc1
    4	-2	-3	1	-11	-13	-3	11
47	O=C(CSc1nnc(COc2ccccc2Cl)o1)NC(=O)NCc1ccco1
    3	23	-32	-1	-5	-35	-13	14
48	CC(NS(=O)(=O)c1ccc(Br)s1)c1ccccc1 (stereo unspecified)
    4	-2	12	0	15	12	5	2
49	CC(=O)Nc1ccc(C)cc1NC(C)=O
    -7	-2	-17	1	2	-5	-9	19
50	CCN(CC)S(=O)(=O)c1ccc(/C=C/C(=O)OCC(=O)NCc2ccc3c(c2)OCO3)cc1
    -8	1	6	-1	6	3	-3	10

(listing goes on)
Values run as follows: UBC13 polyUb	APOBEC3G inh	SENP6 inh	SENP1 FRET inh	SENP7 block	Apaf-1 inh	SENP8 block-2	SENP8 block-1
51	Cc1ccc(S(=O)(=O)N2CCN(CC(=O)NC(=O)NCc3ccccc3)CC2)cc1C
    2	-5	-3	2	1	4	-2	14
52	O=C(COc1ccc(Cl)cc1)NC(=S)Nc1ccccc1N1CCOCC1
    3	-4	5	0	-9	4	3	2
53	COc1ccc(N(C(=O)Cc2cccs2)C(C(=O)NC2CCCCC2)c2cccn2C)cc1OC (stereo unspecified)
    2	-1	-16	-1	-1	7	-7	16
54	Cc1ccc2oc(=O)c3cnn(CC(=O)Nc4ccccc4N4CCN(C)CC4)c3c2c1
    -1	-5	-6	4	-10	2	8	2
55	Cn1c(SCc2cccc(Cl)c2)nc(C(F)(F)F)cc1=O
    -1	0	-19	1	-7	19	-9	11
56	COCCN(Cc1cc2cc3c(cc2nc1Cl)OCO3)C(=O)Nc1ccccc1OC
    -3	-7	-27	0	-7	23	-6	-1
57	COc1ccc(Cl)cc1NC(=O)CSc1nc(NS(=O)(=O)c2ccccc2)cc(=O)[nH]1
    0	-7	-4	0	5	5	5	6
58	O=C(O)c1ccc(S(=O)(=O)NCC2CCCO2)cc1 (stereo unspecified)
    -2	-7	-3	1	5	3	1	5
59	CC1CCCC(C)N1CCNC(=O)Cn1nc(-c2ccccc2)ccc1=O (stereo unspecified)
    6	-4	-4	-8	-8	-17	-6	6
60	Cc1ccc2nc(C)c(C(=O)N/N=C/c3ccc(C(=O)O)cc3)cc2c1
    -8	-4	-18	3	-1	-11	1	22
61	COC(=O)C(Cc1c[nH]c2ccccc12)NC(=O)c1cncc(Br)c1 (stereo unspecified)
    5	-9	1	1	-4	-1	-2	13
62	CCOc1ccccc1NC(=O)Cn1nnc(C(=O)NCc2ccc3c(c2)OCO3)c1N
    -2	4	-8	2	-12	6	-1	9

Rows are unselected. About 3.6% of those tested had a hit in this group.
